High-throughput results deposited in PubChem BioAssay by several laboratories.
KLK7 zymogen act: proKLK7 zymogen activators, primary screen, biochemical, fluorescence intensity; Kallikrein-7 (Homo sapiens), P49862; actives 0.9% (n = 370,000); activation, % at 7 µM; AID 652039, 2013; purified proKLK7, EDANS-DABCYL substrate fluorescence; 100% is mature enzyme control, 0% vehicle;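 active = activation above the mean of all tested compounds plus 3 SD, computed per campaign excluding outliers beyond control limits, cut at about 13% in these data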
DAX1 inh-1: DAX1 (NR0B1) inhibitors, primary screen, cell-based, HEK293, Gal4-DAX1, luciferase luminescence | Nuclear receptor subfamily 0 group B member 1 (Homo sapiens), P51843 | HEK293 Gal4-DAX1 luciferase reporter | inhibition, % at 6.75 µM | actives 0.99% (n = 340,000) | AID 504766, 2011;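 active = inhibition above the mean over all tested compounds plus 3 SD, cut at about 4.2% in these data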;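 note: 0% = DAX1-transfected cells with DMSO and 100% = empty-vector control cells with DMSO; inhibition shows as a rise in luminescence from relieved DAX1 repression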
ssDAF12 agonist: S. stercoralis DAF-12 nuclear receptor activators, primary screen, cell-based, luminescence, HEK293, GRIP1 co-expression, lit1-tk-luc | HEK293 ssDAF-12/GRIP1 lit1-tk-luc reporter; % of 3 µM dafachronic acid response | activation, % at 6.8 µM | actives 1% (n = 370,000);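 active = activation above the mean over all tested compounds plus 3 SD, cut at about 0.9% in these data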;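 note: 0% = DMSO-only wells and 100% = 3 µM delta7-dafachronic acid wells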
NPR1 activator: GC-A stimulated cGMP production enhancers – HEK293 GC-A cells, cGMP TR-FRET, EC30 ANP, primary screen | Atrial natriuretic peptide receptor 1 (Homo sapiens), P16066 | 0% at EC30 ANP, 100% saturating ANP | activation, % at 10 µM | actives 0.14% (n = 370,000); in the data active = activation above about 40%
sPLA2-III inh: human group III sPLA2 inhibitors, primary screen, biochemical, QFRET, BODIPY PC-A2 liposome substrate; QFRET BODIPY PC-A2 liposome hydrolysis, fluorescence; actives 0.56% (n = 370,000); inhibition, % at 12.2 µM;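 active = inhibition above mean plus 3 SD of compounds lying within the high and low control bounds, cut at about 19% in these data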;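 note: 0% = median of test compound wells and 100% = no enzyme DMSO wells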
NPR2 activator: human GC-B receptor activators, primary screen, HEK293 GC-B cells, cGMP TR-FRET, EC30 CNP. activation, % at 10 µM. actives 0.11% (n = 370,000). 0% at EC30 CNP, 100% saturating CNP;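 active = activation at 10 µM reaching about 35% in either raw or pattern-adjusted values, limit read from the data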
Target sequence (P20594 whole entry, looked up): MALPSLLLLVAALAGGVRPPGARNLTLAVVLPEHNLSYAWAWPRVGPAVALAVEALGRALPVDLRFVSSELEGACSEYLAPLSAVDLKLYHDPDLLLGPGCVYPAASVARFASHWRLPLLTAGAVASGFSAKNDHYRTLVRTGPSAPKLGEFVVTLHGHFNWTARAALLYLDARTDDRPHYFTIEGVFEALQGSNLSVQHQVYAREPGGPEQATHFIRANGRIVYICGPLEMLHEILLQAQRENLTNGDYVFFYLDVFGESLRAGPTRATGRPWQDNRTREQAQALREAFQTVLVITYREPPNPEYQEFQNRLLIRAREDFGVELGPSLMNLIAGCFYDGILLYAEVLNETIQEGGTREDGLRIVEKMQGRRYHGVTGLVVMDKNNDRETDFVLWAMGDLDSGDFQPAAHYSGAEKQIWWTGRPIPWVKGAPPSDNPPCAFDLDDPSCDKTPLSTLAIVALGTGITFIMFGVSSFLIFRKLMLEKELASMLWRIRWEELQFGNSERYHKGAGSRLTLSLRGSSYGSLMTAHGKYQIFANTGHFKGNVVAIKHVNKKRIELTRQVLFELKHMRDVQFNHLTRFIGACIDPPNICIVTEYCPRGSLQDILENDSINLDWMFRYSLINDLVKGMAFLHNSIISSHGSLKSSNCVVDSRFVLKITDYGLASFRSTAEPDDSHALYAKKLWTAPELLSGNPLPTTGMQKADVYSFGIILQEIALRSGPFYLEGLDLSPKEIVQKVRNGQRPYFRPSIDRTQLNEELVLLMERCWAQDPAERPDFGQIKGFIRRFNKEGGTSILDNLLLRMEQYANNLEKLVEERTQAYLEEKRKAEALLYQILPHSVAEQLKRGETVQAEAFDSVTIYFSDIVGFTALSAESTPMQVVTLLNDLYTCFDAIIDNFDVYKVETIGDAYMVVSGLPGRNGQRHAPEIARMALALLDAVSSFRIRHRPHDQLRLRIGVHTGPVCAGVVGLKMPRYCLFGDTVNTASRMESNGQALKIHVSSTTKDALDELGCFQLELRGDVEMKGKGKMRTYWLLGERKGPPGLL
hgDAF12 agonist: H. glycines DAF-12 receptor agonists, primary screen, cell-based, luminescence, HEK293, GAL4 fusion, UAS-luciferase; HEK293 GAL4-hgDAF12 UAS-luciferase reporter, agonist luminescence; normalized to butyrate control; actives 1.8% (n = 370,000); Nuclear hormone receptor DAF-12 (Heterodera glycines), GAL4 fusion; AID 687014, 2013; activation, % at 6.8 µM;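 active = activation above a cutoff set at the mean of all screened compounds plus 3 SD, cut at about 10% in these data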;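 note: 0% = DMSO wells and 100% = sodium butyrate wells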
GAA850 FXN act: FXN promoter activators, primary screen, cell-based, luciferase luminescence, HEK293 lucGAA850; HEK293 lucGAA850 FXN promoter luciferase reporter, 24 h; percent of 10 µM SAHA response; activation, % at 6 µM; actives 0.56% (n = 360,000); AID 540364, 2011;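 active = activation above the average of all compounds screened plus 3 SD, cutoff fixed separately per campaign, cut at about 7.5% in these data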;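 note: 0% = DMSO wells and 100% = 10 µM SAHA wells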
DAX1 inh-2: DAX1 (NR0B1) inhibitors on StAR promoter, primary screen, cell-based, luminescence, SF-1 (NR5A1), full-length DAX-1. actives 1.1% (n = 370,000). HEK293T StAR-luciferase reporter, SF-1/DAX-1 repression relief. inhibition, % at 6.8 µM. AID 652010, 2013;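 active = inhibition above the mean over all tested compounds plus 3 SD, cut at about 3.6% in these data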;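 note: 0% = DAX-1 cells with DMSO and 100% = cells lacking DAX-1 with DMSO; higher inhibition means more luminescence from relief of DAX-1 repression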
SMARCA2 activ: SMARCA2 (BRM) function activators, primary screen, cell-based, luminescence, high throughput; AID 652017, 2013; activation, % at 9.1 µM; MG213 cells, MMTV-luciferase reporter, dexamethasone, overnight; actives 1% (n = 370,000); in the data active = activation above about 7.8%;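 note: 0% = vehicle wells and 100% = reference activator wells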
hcDAF-12 act: H. contortus DAF-12 nuclear receptor activators, primary screen, cell-based, luminescence, HEK293, lit1-tk-luc reporter | HEK293 hcDAF-12 lit1-tk-luc reporter; 0% DMSO, 100% Δ7-dafachronic acid | actives 1.4% (n = 370,000) | AID 652067, 2013 | activation, % at 6.8 µM;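 active = activation above the mean of all tested compounds plus 3 SD, cut at about 5.5% in these data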;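 note: 100% = response to 3 µM Δ7-dafachronic acid high control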
Active calls of the source: *; · = not tested or not shown; & = joins results of further samples.

The line under a structure holds: KLK7 zymogen act	DAX1 inh-1	ssDAF12 agonist	NPR1 activator	sPLA2-III inh	NPR2 activator	hgDAF12 agonist	GAA850 FXN act	DAX1 inh-2	SMARCA2 activ	hcDAF-12 act
O=C(Nc1ccc2ncccc2c1)c1ccccc1Cl
    0.7	1.1	-0.7	4	0	3	-0.2	0.0	-0.3	-1	-0.2
COC(=O)c1ccc(NC(=O)Nc2ccc(OC)cc2)cc1
    -0.4	-0.9	-0.7	2	-5	-3	5.7	1.8	-0.6	0	-0.5
COc1ccc(CN2CCc3c([nH]c4ccccc34)C2)cc1Br
    0.7	-3.5	-1.3	-6	27*	6	-3.4	-3.9	-1.4	-2	-0.8
N[C@@H](Cc1ccc(O)cc1)c1nnc([C@H](CO)NC(=O)C2CCNCC2)o1
    0.6	0.7	-1.4	1	7	4	-1.3	-0.6	1.2	1	-0.1
CCN1C(=O)CC(Sc2ccccc2C(=O)O)C1=O (stereo unspecified)
    -1.0	0.1	-0.7	3	3	5	1.4	-0.3	-0.6	-1	-1.5
Cc1ccc(S(=O)(=O)N2CCN(C(=O)COC(=O)COc3ccccc3C(C)C)CC2)c(C)c1
    0.5	0.7	-0.9	-2	-15	2	1.6	-1.8	-1.0	-1	-0.5
Cc1cc(C(=O)N/N=C/c2ccc[nH]2)no1
    -0.3	0.2	-0.6	-1	13	5	1.0	-0.5	0.1	0	-1.2
O=C(NCCOc1ccccc1F)C1CCC(=O)N(CC2CCCCC2)C1 (stereo unspecified)
    0.1	1.3	-0.7	-2	-5	4	0.8	2.4	-0.3	-1	0.0
Cc1nc(C#N)c(NCc2ccc3c(c2)OCO3)o1
    0.1	-0.7	-1.4	1	9	-3	-0.1	0.2	0.3	1	2.8
O=C(NC(=S)NCc1ccccc1)c1cccc(Cl)c1
    -0.3	-0.2	-0.9	-5	-2	1	-0.6	3.0	-0.1	-4	-0.9
O=c1[nH]c2ccccc2n2c(-c3ccncc3)nnc12
    -1.0	2.2	-0.4	-2	1	3	0.2	0.4	0.2	-1	1.2
O=C(COc1ccc(F)cc1)N1CCCc2ccccc21
    0.1	0.7	-1.3	1	1	-3	1.7	1.5	0.5	-1	-2.3
O=C(Nc1ccc(Cl)cc1)c1nc[nH]c1C(=O)N1CCN(c2ccccc2)CC1
    -0.7	2.2	-1.1	-2	-4	1	0.5	2.1	-0.1	-1	-1.7
O=S(=O)(/N=C(/Nc1nc2ccccc2s1)c1ccccc1)c1ccccc1
    -0.1	0.5	1.5*	1	-28	0	12*	5.5	14*	3	8.9*
N#CC1(c2ccccc2)CCC(=O)N1Cc1ccccc1 (stereo unspecified)
    -0.7	0.4	-0.4	1	-3	0	-0.3	0.8	-0.2	-2	-0.6
O=C(CN(CCc1ccccc1)C(=O)CN1C(=O)COc2ccccc21)NCc1ccco1
    0.8	-0.7	-1.2	-6	-8	1	-0.8	-3.6	-0.1	2	-2.4
Cc1ccc2cccc(OCc3cccc([N+](=O)[O-])c3)c2n1
    0.6	0.0	-1.3	-27	-3	-2	2.2	0.2	-0.3	-1	0.9
Cc1ccc(CNC(=O)c2c(-c3ccccc3)sc3ccccc23)o1
    -0.4	1.0	-1.5	-11	3	-8	-4.1	-0.3	-0.1	0	-2.2
Cc1nnc(NC(=O)CN2CCN(Cc3ccc(F)cc3Cl)CC2)s1
    -1.2	0.4	-0.8	-4	8	0	-1.8	1.0	0.2	-2	-1.9
CCCCNC(=S)N/N=C/c1sccc1C
    1.5	2.2	-1.2	1	4	7	11*	0.5	-0.5	3	-1.4

(list continues)
The line under a structure holds: KLK7 zymogen act	DAX1 inh-1	ssDAF12 agonist	NPR1 activator	sPLA2-III inh	NPR2 activator	hgDAF12 agonist	GAA850 FXN act	DAX1 inh-2	SMARCA2 activ	hcDAF-12 act
CCOc1ccc(CCNC(=O)CSc2cc(=O)n(CC)c3ccccc23)cc1OCC
    -0.3	1.6	-0.9	-9	-5	-3	-1.3	2.1	-0.5	-4	-3.2
CCN(CC)CCCN(Cc1cc2cc(OC)ccc2[nH]c1=O)C(=O)Nc1ccc(F)cc1
    1.2	0.6	-0.7	1	-12	3	-0.4	1.3	0.0	-1	-0.5
Cc1cccc(C(=O)Nc2ccccc2C(=O)Nc2ccc(C(=O)O)cc2)c1
    0.2	6.6*	-1.4	0	-2	0	-0.3	0.2	0.1	0	0.3
COc1cccc(NC(=S)N(Cc2ccco2)C(C)c2ccco2)c1 (stereo unspecified)
    -0.8	0.9	-1.2	-3	5	2	1.8	3.1	-0.1	0	-1.5
CC1=CC(=O)c2ccccc2C1=O
    0.5&-0.4	0.1&-0.6	0.6&-0.6	4&5	0&2	8&0	1.1&-2.7	-1.9&0.7	-0.3&0.0	-1&0	3.0&0.9
O=C(CN1CCc2onc(-c3ccc(-n4cc(COc5ccc([N+](=O)[O-])cc5)nn4)cc3)c2C1=O)N1CCOCC1
    0.1	·	-1.6	3	-3	-8	-0.8	·	-1.0	-4	-1.0
COc1ccc(C2Nc3ccccc3C(=O)N2c2ccccc2)cc1CSc1ccccn1 (stereo unspecified)
    -3.4	-1.5	-1.5	-23	4	-9	5.1	-1.8	-0.2	0	0.3
CC(Sc1nnc(C2CC2)n1-c1ccccc1)C(=O)N1CCNC1=O (stereo unspecified)
    0.3	-1.5	-0.7	1	8	1	0.0	1.9	1.0	-1	-1.1
CCOC(=O)c1sc2nc(CC(=O)OC)nc(NCCN(CC)CC)c2c1C
    3.2	-0.2	0.2	8	-20	-3	3.1	-1.1	-0.4	1	1.8
CCC(C)NC(=O)Cn1cnc2sc(C)c(S(=O)(=O)N3CCN(c4ncccn4)CC3)c2c1=O (stereo unspecified)
    -0.1	1.5	-1.5	-2	4	4	-0.5	1.4	-0.1	7	-0.7
Cc1ccc(C(=O)OCC(=O)NCc2cc(C)c(O)c(C)c2)cc1S(=O)(=O)N1CCCCC1
    0.5	-0.8	-1.6	-2	-11	1	-3.1	-0.5	-1.8	0	-3.8
Clc1ccc(OCc2nn3c(-c4ccco4)nnc3s2)c(Cl)c1
    -0.4	-1.1	-0.9	16	7	-5	-0.1	-0.2	-0.9	-2	-1.6
COCc1ccc(CN2CCCC(CCC(=O)NCc3ccc(C)o3)C2)o1 (stereo unspecified)
    0.3	-0.5	-0.3	7	-4	4	-2.1	-0.8	-0.6	0	-0.9
COc1ccc2ccccc2c1/C=N/N1C(=O)CSC1=S
    0.0	-0.7	0.5	1	1	1	-0.8	0.0	-0.4	-3	0.9
O=C(COC(=O)[C@@H]1CCCN1S(=O)(=O)c1ccc(Cl)cc1)NC1CC1
    0.0	-0.3	-0.9	3	0	2	-3.0	1.2	1.3	-1	-0.9
CC(=O)c1ccc(S(=O)(=O)N2CCN(C(C)C(=O)N(C)Cc3ccccc3)CC2)cc1 (stereo unspecified)
    0.1	-0.3	-0.7	0	6	5	-2.0	0.0	-1.3	0	-2.5
Cc1ccc(C2=NS(=O)(=O)N(C)C(C(=O)NCc3cccs3)=C2)cc1
    -0.8	1.3	-1.3	3	3	0	-1.9	1.2	-1.2	-2	-0.7
O=C(CCC(=O)Nc1ccc(Br)cc1)N/N=C/c1ccc(F)cc1
    -1.4	-0.5	-0.6	3	-5	2	1.4	-0.1	-0.3	-2	0.8
CCN(CC)CCCn1c2c(c(SCC(=O)Nc3ccc4c(c3)OCCO4)nc1=O)CCC2
    -0.7	2.6	-1.3	3	0	1	6.1	0.9	1.7	-3	-0.8
COc1ccc(-c2noc(CSc3nc4sc(C)c(C)c4c(=O)n3-c3ccccc3)n2)cc1
    -0.8	-0.8	-0.4	0	-1	3	-1.3	-0.7	0.2	-5	4.1

Entries above that have an NH in an aromatic ring, in the order listed:
The line under a structure holds: KLK7 zymogen act	DAX1 inh-1	ssDAF12 agonist	NPR1 activator	sPLA2-III inh	NPR2 activator	hgDAF12 agonist	GAA850 FXN act	DAX1 inh-2	SMARCA2 activ	hcDAF-12 act
COc1ccc(CN2CCc3c([nH]c4ccccc34)C2)cc1Br
    0.7	-3.5	-1.3	-6	27*	6	-3.4	-3.9	-1.4	-2	-0.8
Cc1cc(C(=O)N/N=C/c2ccc[nH]2)no1
    -0.3	0.2	-0.6	-1	13	5	1.0	-0.5	0.1	0	-1.2
O=c1[nH]c2ccccc2n2c(-c3ccncc3)nnc12
    -1.0	2.2	-0.4	-2	1	3	0.2	0.4	0.2	-1	1.2
O=C(Nc1ccc(Cl)cc1)c1nc[nH]c1C(=O)N1CCN(c2ccccc2)CC1
    -0.7	2.2	-1.1	-2	-4	1	0.5	2.1	-0.1	-1	-1.7
CCN(CC)CCCN(Cc1cc2cc(OC)ccc2[nH]c1=O)C(=O)Nc1ccc(F)cc1
    1.2	0.6	-0.7	1	-12	3	-0.4	1.3	0.0	-1	-0.5

Following part
The line under a structure holds: KLK7 zymogen act	DAX1 inh-1	ssDAF12 agonist	NPR1 activator	sPLA2-III inh	NPR2 activator	hgDAF12 agonist	GAA850 FXN act	DAX1 inh-2	SMARCA2 activ	hcDAF-12 act
COc1cccc(C(NC(C)=O)c2nc(-c3cccc(C(F)(F)F)c3)cs2)c1 (stereo unspecified)
    0.1	·	-0.5	-4	-7	-6	-3.0	-0.9	-1.2	-5	5.4
Cc1ccc(C(=O)N/C(=C\c2ccc(-c3cccc([N+](=O)[O-])c3)o2)C(=O)NC(C)(C)C)cc1
    0.2	-2.5	-0.3	1	3	-3	-2.0	2.3	-0.8	-3	0.1
O=C(CC1(c2ccc(Cl)cc2)C2CC3CC(C2)CC1C3)NCCO (stereo unspecified)
    -0.2	-0.1	-1.7	-2	-7	1	-0.2	3.0	0.9	-4	-0.9
Cc1cc(C(=O)c2cccs2)c(N)s1
    -0.3	0.0	-1.4	1	5	-6	0.1	0.2	-0.2	8.9*	2.0
Cn1c(CN2CCN(c3cccc(Cl)c3)CC2)nc2ccccc21
    1.6	-0.6	-0.6	0	-9	-5	0.1	1.9	-1.0	-2	5.8*
CCOC(=O)C1CCN(C(=O)c2cn(CCOC)c(=O)c3c2c2ccccc2n3C)CC1
    0.8	0.1	-1.3	1	7	2	3.3	-0.4	0.6	5	-1.6
CC(C)c1nnc(NC(=O)CCC2CCCCC2)s1
    0.1	2.2	-1.0	7	7	-1	4.2	3.5	-0.3	-2	-1.4
C/C(=N\NC(=O)OC(C)(C)C)c1ccc(-n2ccnc2)cc1
    -0.2	1.1	-1.6	-1	3	3	5.7	2.4	0.8	4	0.8
COC(=O)c1ccc(N)nc1
    0.3	0.2	-1.5	-1	1	4	-1.8	1.6	-0.2	-1	-2.1
